# Source: PubChem BioAssay
# ATXN viability: reduces viability in counter-screen for ATXN expression inhibitors; S2 cells (HEK-293 line with an ATXN2-luciferase reporter) viability, CellTiter-Fluor protease fluorescence, 24 h; actives 0.49% (n = 400,000); Potency, µM (titrated, usually from 56.7 µM), most hits filed as cytotoxic; also: potency is read from the fitted curve at half-maximal effect; nearly all actives have a fitted effect of over 40% in size
# EPAC2 agonist: EPAC2 (human) agonism. Q8WZA2. EPAC2 activation, biochemical qHTS; response scale: 100% = 6.5 mM cAMP response. Potency, µM (titrated, usually from 154 µM), without a hit: at the top dose activation, usual class: activators. actives 0.079% (n = 360,000); also: potency is read from the fitted curve at half-maximal effect; nearly all actives have a fitted effect of over 50% in size
# Target sequence (Q8WZA2 whole entry, looked up): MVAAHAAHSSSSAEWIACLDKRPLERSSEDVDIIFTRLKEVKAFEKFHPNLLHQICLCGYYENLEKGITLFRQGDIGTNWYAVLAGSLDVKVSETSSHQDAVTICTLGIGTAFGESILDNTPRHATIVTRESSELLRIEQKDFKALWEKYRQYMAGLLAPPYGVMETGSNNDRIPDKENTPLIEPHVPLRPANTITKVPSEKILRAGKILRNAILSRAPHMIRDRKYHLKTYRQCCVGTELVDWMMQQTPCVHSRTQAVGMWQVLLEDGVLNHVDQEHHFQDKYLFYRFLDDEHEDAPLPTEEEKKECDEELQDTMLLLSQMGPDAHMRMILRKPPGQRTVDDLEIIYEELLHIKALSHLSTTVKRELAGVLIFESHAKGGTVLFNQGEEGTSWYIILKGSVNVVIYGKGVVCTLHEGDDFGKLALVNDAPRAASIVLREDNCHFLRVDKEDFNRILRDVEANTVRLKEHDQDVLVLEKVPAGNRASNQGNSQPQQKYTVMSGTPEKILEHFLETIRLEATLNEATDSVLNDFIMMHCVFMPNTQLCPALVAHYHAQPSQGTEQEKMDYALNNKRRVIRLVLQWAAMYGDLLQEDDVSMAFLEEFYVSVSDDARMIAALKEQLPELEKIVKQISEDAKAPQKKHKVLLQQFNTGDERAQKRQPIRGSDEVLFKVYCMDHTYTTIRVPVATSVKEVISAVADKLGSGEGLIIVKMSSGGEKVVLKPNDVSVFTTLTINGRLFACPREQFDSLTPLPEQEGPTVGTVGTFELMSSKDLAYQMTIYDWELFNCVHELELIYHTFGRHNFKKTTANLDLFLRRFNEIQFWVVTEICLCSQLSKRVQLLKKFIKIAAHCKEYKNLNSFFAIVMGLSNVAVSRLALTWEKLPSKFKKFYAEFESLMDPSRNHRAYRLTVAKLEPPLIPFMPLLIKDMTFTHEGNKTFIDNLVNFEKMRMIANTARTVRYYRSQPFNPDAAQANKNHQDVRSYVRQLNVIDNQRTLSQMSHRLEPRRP
#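 Nucleotide exchange monitored as fluorescence drop when BODIPY-GDP leaves Rap1B. Reaction: 100 nM EPAC2, 250 nM RAP1B-BODIPY-GDP, 50 uM GDP, room temperature, kinetic read over 30 min. Activity expressed relative to 6.5 mM cAMP.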
# Nrf2 block: Nrf2 pathway inhibition | A549 ARE-Fluc reporter, luciferase luminescence, 18-24 h | Potency, µM (highest dose often 46 µM), without a hit: at the highest dose activity change, negative = inhibition, actives largely listed as inhibitors | actives 2.1% (n = 360,000) | AID 504444; also: potency is read from the fitted curve at half-maximal effect; % is scaled to controls: 0 for no effect and ±100 for the full control effect; nearly all actives have a fitted effect of over 60% in size
#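 In this cell-based qHTS, ARE-driven firefly luciferase in A549 cells reports Nrf2 activity; the luminescent signal after BugLite lysis is the measured value, with a prior CellTiter-Fluor read for cell health.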
# IL2 activator: activators of IL-2; IL-2 activation reporter assay, cell-based qHTS; stimulated with anti-CD3/CD4/CD28 beads; in transgenic mouse T cells; actives 0.065% (n = 360,000); activation, % (series mostly up to about 46 µM); in the data active = activation above about 50%; inconclusive = mostly about 30% to 49%; also: 0% is about no effect
#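 Unstimulated transgenic mouse T cells, 750 per well, received compound and, after 60 minutes, anti-CD3/anti-CD4 bead plus anti-CD28 stimulation. EGFP and DsRed were quantified after 18 hours.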
# Nrf2 activator: activates Nrf2 signaling; AREc32 ARE-luciferase reporter (MCF7-derived line), luminescence, 24 h; Potency, µM (top dose mostly 46.1 µM), inactives show at the highest dose activation, most hits filed as activators; actives 0.31% (n = 410,000); AID 624171; also: potency is read from the fitted curve at half-maximal effect; % of control where 0% means no effect; nearly all actives have a fitted effect of over 65% in size
#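 Luciferase luminescence (Steady-Glo, 30 min at room temperature) served as the read-out of ARE activation in AREc32 cells treated with compounds for 24 hr at 37 deg C.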
# HepG2 tox: HepG2 cytotoxicity, counter-screen for TGF-b inhibitors. Potency, µM (titrated, usually from 46.1 µM), for the others: at the top dose activity change, negative = cytotoxicity, hits mostly cytotoxic. actives 0.76% (n = 410,000). HepG2 CAGA-GFP viability, ATP luminescence, 18 h; also: potency is read from the fitted curve at half-maximal effect; some results filed as inactive show a strong effect at the top dose
#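 CellTiter-Glo luminescence gave cytotoxicity after 18 hours at 37 degrees C. The cells were HepG2 CAGA-GFP in 1% FBS DMEM, stimulated with 500 pg/mL TGF-beta after compound addition. %Activity was normalised to no-cell wells (complete cell-killing) and DMSO (no toxicity), and curves were fitted and classified.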
# ATXN2 expr inh: inhibitors of ATXN2 expression; AID 1745845; actives 0.72% (n = 360,000); HEK-293 ATXN2-luciferase reporter, luminescence, 24 h; Potency, µM (top dose mostly 57 µM), for the others: at the top dose activity change, negative = inhibition, actives largely listed as inhibitors; also: potency is read from the fitted curve at half-maximal effect; % is scaled to controls: 0 for no effect and ±100 for the full control effect; nearly all actives have a fitted effect of over 55% in size
#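 qHTS (up to 57 uM final) was run with 24 h compound exposure of reporter cells at 37 °C. Each well was multiplexed: SteadyGlo luminescence measured ATXN2-luciferase expression after a fluorogenic Gly-Phe-AFC viability readout (25 uM final).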
# A549 viability: A549 cytotoxicity, counter-screen for Nrf2 inhibitors. A549 ARE-Fluc cells, CellTiter-Fluor viability, 18-24 h. Potency, µM (highest dose often 46 µM), inactives show top-dose activity change, negative = cytotoxicity, hits mostly inhibitors. actives 0.16% (n = 390,000). AID 504648; also: potency is read from the fitted curve at half-maximal effect; % is scaled to controls: 0 for no effect and ±100 for the full control effect
#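 Cytotoxicity counterscreen: CellTiter-Fluor fluorescence was measured in A549 ARE_Fluc cells after 18-24 h of compound exposure in a concentration series. The subsequent BugLite luminescent read reports ARE-luciferase activity.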
# TGFb SMAD3 inh: blocks TGF-b signaling. Potency, µM (highest dose often 46.1 µM), for inactives: at the top dose activity, negative = inhibition, usual class: inhibitors. AID 588855. HepG2 CAGA-GFP TGF-b/SMAD3 reporter, GFP fluorescence, 18 h; TGF-beta stimulated, 500 pg/mL final. actives 1.2% (n = 410,000); also: potency is read from the fitted curve at half-maximal effect; % is scaled to controls: 0 for no effect and ±100 for the full control effect; nearly all actives have a fitted effect of over 65% in size
#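 HEPG2 CAGA-GFP cells (1000/well, DMEM with 1% FBS) were pre-incubated 2 h at 37 degrees C, given compound by pin tool, then stimulated with TGF-beta at 500 pg/mL final for 18 h before per-cell GFP fluorescence imaging.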
# The depositor's hits bear a star; i = inactive; ? = inconclusive; nt = no result given; & = joins results of further samples; [ ] = dose if it differs, or a comment. Unless noted, calls follow the shape of the dose curve; as a rule, active = well fitted curve in the direction sought with a large enough effect; inconclusive = small, poorly fitted or top-dose-only effect, or another doubt; inactive = no such curve, though single readings can be large; an effect the other way counts as inactive or inconclusive.
SMILES,ATXN viability,EPAC2 agonist,Nrf2 block,IL2 activator,Nrf2 activator,HepG2 tox,ATXN2 expr inh,A549 viability,TGFb SMAD3 inh
COc1ccc(C(C(=O)NC(C)(C)C)N(C(=O)Cn2nnc3ccccc32)c2cccc(C(C)=O)c2)cc1O (stereo not given),i,-5%,9%,5.8,-0.2%,29%,1%,-12%,25%
CCOC(=O)c1cc(C#N)c(C)nc1N(CC)CC,i,-1%,5%,-5.3,-0.2%,-1%,-2%,1%,24%
CCn1cc(CN2CCC(n3nccc3NC(=O)Cc3ccccc3)CC2)c(C)n1,i,2%,11%,-4.1,-1.3%,-23%,-7%,7%,-4%
O=C(Nc1ccc(Br)cc1)C1CCN(C(=O)c2ccco2)CC1,i,5%,-12%,2.4,3.2%,-12%,-16%,11%,-10%
Cc1ccc(N2CC(NC(=O)/C=C\c3ccc4c(c3)OCO4)CC2=O)cc1 (stereo not given),nt,nt,nt,nt,2.9%,4%,nt,4%,-6%
COCCNC(=O)C(c1ccc(C)o1)N(Cc1ccc(F)cc1)C(=O)Cn1nnc2ccccc21 (stereo not given),i,4%,2%,1.5,-0.5%,-2%,-1%,-2%,4%
CCOC(=O)c1ccc(NC(=O)CN(c2ccc(C)cc2)S(=O)(=O)c2ccc(OC)cc2)cc1,i,nt,11%,nt,0.1%,-43%,-8%,2%,-28%
C[n+]1ccc(C(=O)N/N=C/c2ccco2)cc1,i,9%,-11%,0.1,-0.7%,-23%,-1%,1%,-3%
CC(C)CC(=O)NNC(=S)Nc1ccc(S(N)(=O)=O)cc1,i,2%,-1%,-0.5,-0.4%,-5%,-14%,6%,-4%
COc1ccc(N2CCN(C(=O)c3cc(-c4cccs4)nc4ccccc34)CC2)cc1,i,-1%,-15%,-0.2,0.6%,-20%,-21%,3%,-3%
O=C(Oc1ccc(OC(=O)N2CCCCC2)cc1)c1ccccc1,i,0%,18%,-2.0,0.4%,0%,14%,1%,2%
O=C(c1nc2ccccc2s1)N1CCN(c2ccccn2)CC1,i,4%,?,2.0,2.9%,0%,39%[activator],4%,-13%
O=C(COC(=O)C1(c2cccc(F)c2)CCCC1)NCc1ccc2c(c1)OCO2,i,3%,-1%,-0.6,0.7%,-30%,5%,-1%,?
CC(Cc1cccs1)NC(=O)c1cccc(Cl)c1 (stereo not given),i,7%,?,-4.8,2.8%,-11%,43%[activator],0%,-12%
O=c1c2ccccc2nc2n1CCc1ccc(Br)cc1-2,i,3%,nt,-0.7,?,-7%,11%,nt,-25%
COc1cccc(C2/C(=C(/O)c3ccc4c(c3)CC(C)O4)C(=O)C(=O)N2CC2CCCO2)c1 (stereo not given),i,7%,-17%,-4.4,-0.8%,-17%,-7%,-3%,?
COc1ccc(Cl)cc1N(CC(=O)N1CCCCC1)S(C)(=O)=O,?,2%,-3%,-0.3,0.3%,3%,-4%,-7%,13%
Cc1ccc2sc(N(Cc3cccnc3)C(=O)CCS(=O)(=O)c3ccccc3)nc2c1C,nt,nt,nt,nt,5.5%,-40%,nt,13%,0%
CCN(CC)c1ccc(/C=C(/C#N)c2nc3ccccc3[nH]2)c(OC(C)C)c1,?,24%,0%,27,0.0%,-41%,18%,?,79%[activator]
Cc1ccc(-c2cc(-c3nnc(SCC(=O)N(C)CCC#N)n3N)c3ccccc3n2)cc1,i,-2%,-4%,0.8,-0.5%,2%,-2%,-7%,1%

# Reprinted at random: 4 compounds from above.
SMILES,ATXN viability,EPAC2 agonist,Nrf2 block,IL2 activator,Nrf2 activator,HepG2 tox,ATXN2 expr inh,A549 viability,TGFb SMAD3 inh
COCCNC(=O)C(c1ccc(C)o1)N(Cc1ccc(F)cc1)C(=O)Cn1nnc2ccccc21 (stereo not given),i,4%,2%,1.5,-0.5%,-2%,-1%,-2%,4%
O=C(Oc1ccc(OC(=O)N2CCCCC2)cc1)c1ccccc1,i,0%,18%,-2.0,0.4%,0%,14%,1%,2%
CCOC(=O)c1ccc(NC(=O)CN(c2ccc(C)cc2)S(=O)(=O)c2ccc(OC)cc2)cc1,i,nt,11%,nt,0.1%,-43%,-8%,2%,-28%
CC(Cc1cccs1)NC(=O)c1cccc(Cl)c1 (stereo not given),i,7%,?,-4.8,2.8%,-11%,43%[activator],0%,-12%

# The list goes on.
SMILES,ATXN viability,EPAC2 agonist,Nrf2 block,IL2 activator,Nrf2 activator,HepG2 tox,ATXN2 expr inh,A549 viability,TGFb SMAD3 inh
CSCC[C@H](NS(=O)(=O)c1ccc(C)cc1)C(=O)N1CCC(C(=O)N[C@@H](C)C(=O)O)CC1,i,-1%,1%,1.8,0.3%,13%,-1%,5%,35%
CC(=O)c1ccc(N(C(=O)c2csnn2)C(C(=O)NC2CCCC2)c2ccccc2)cc1 (stereo not given),i,8%,-18%,-0.9,-0.3%,-11%,-5%,3%,0%
CCOC(=O)C(C)Nc1ncnc2onc(C)c12 (stereo not given),i,nt,-15%[9.27 µM],nt,-0.4%,-6%,14%,2%,-4%
Cc1ccc(NCc2nnc(SCC(N)=O)o2)c(C)c1,i,2%,-5%,3.9,-0.1%,3%,nt,-1%,-11%
CC(=O)NN1C(=O)/C(=C2/Sc3ccc(Cl)cc3N2C)SC1=S,i,3%,?,-5.5,7.2%,1%,-8%,1%,1%
COCc1cc(S(=O)c2ccc(Cl)cc2)nc(C)n1 (stereo not given),?,0%,-24%,-0.8,-2.4%,-124%,-42%,-7%,?
C=CCNC(=O)COc1ccc(S(=O)(=O)N2CCCC2)cc1,i,14%,1%,-2.3,2.2%,-7%,-20%,5%,0%
CCCC(=O)Nc1ccccc1N1CCN(C(=O)C(C)C)CC1,i,-3%,4%,-2.6,0.0%,2%,-11%,-2%,12%
Cn1c2c(c(=O)n(C)c1=O)C(c1cc(Br)ccc1F)CC(=O)N2 (stereo not given),i,nt,0%,nt,-0.6%,-4%,9%,-15%,5%
COc1cc(OC)cc(C(=O)NCC(=O)N2CC=C(c3ccccc3)CC2)c1,i,8%,11%,-3.6,-0.1%,4%,-10%,?,-29%
CCOC(=O)C1(Cc2cccc(Cl)c2)CCCN(C(=O)C2CC2)C1 (stereo not given),i,19%,5%,-3.2,-0.2%,7%,-17%,6%,-7%
COc1ccccc1/C=C/CN1CCCC(CCC(=O)NCc2ccc(F)c(F)c2)C1 (stereo not given),i,0%,10%,-5.0,-0.8%[9.22 µM],-25%,-17%,-5%,-1%
COc1ccc(C)cc1N(C)C(=O)CCc1nc(-c2ccccc2F)no1,?,nt,?,nt,4.6%,-31%,-29%,1%,?
COc1ccc(OCCCC(=O)Nc2cccc(SC)c2)cc1,i,11%,?,-0.2,-0.7%[9.22 µM],-6%,-12%,12%,-9%
O=C(CC1C(=O)NCCN1Cc1ccc(F)cc1)NC1CCCCCCC1 (stereo not given),i,-2%,2%,-0.2,-0.1%,-7%,nt,-5%,-27%
CCc1cc2c(SCC(=O)N(C)C3CCS(=O)(=O)C3)ncnc2s1 (stereo not given),i,10%,-4%,-3.7,5.1%,-4%,-23%,11%,-6%
COc1ccc([C@H]2[C@H](C(=O)C(C)(C)C)N3N=Cc4ccccc4C3[C@]23N=C(c2ccccc2)OC3=O)cc1OC (stereo not given in full),i,3%,-9%,-2.7,0.8%,-12%,2%,-1%,-1%
CC(=O)Nc1ccc(NC(=O)CNS(=O)(=O)c2ccc(C)cc2)cc1,i,6%,-8%,-0.4,-1.4%,-2%,6%,0%,?
CCN(CC)c1ccc(NC(=O)COc2ccccc2C#N)cc1S(=O)(=O)Nc1ccccc1OC,i,-1%,-5%,5.4,3.1%,-28%,-30%[11.3 µM],7%,-2%
O=C(NC(=S)Nc1ncccn1)c1ccccc1Cl,i,0%,12%,0.3,32%,10%,48%[activator],-1%,5%
COc1cc(/C=N/NC(=O)CCc2c(C)n[nH]c2C)ccc1O,?,2%,4%,0.4,-0.8%,0%,-1%,-3%,0%
Cn1cnc2c1c(=O)n(CC(O)CO)c(=O)n2C (stereo not given),i,11%,-18%,2.8,-0.6%,-22%,5%,2%,1%
CN1/C(=C\C(=O)c2cccs2)Sc2ccccc21,i,11%,nt,-2.0,4µM*,-32%,55%[activator],-28%,2%
COc1cccc(/C=C2\Oc3cc(OC(=O)N4CCOCC4)ccc3C2=O)c1,i,20%,0%,0.1,4.8%,-2%,12%,-8%,-1%
O=C1COc2ccc(-c3csc(NCCc4ccccc4)n3)cc2N1,i,4%,-30%,-3.6,1.6%,-6%,-21%,-8%,-25%
CCCC(=O)Nc1ccc(C(=O)N/N=C2\CC(=O)CC(C)(C)C2)cc1,i,1%,9%,-2.4,-0.2%,-42%,1%,-2%,9%
O=C(Cn1c(=O)n(Cc2ccc3c(c2)OCO3)c(=O)c2ccccc21)N1CCCc2ccccc21,i,19%,-10%,-0.1,-0.3%,-9%,-5%,1%,-3%
O=C(c1cc([N+](=O)[O-])ccc1Cl)N1CCN(c2ccccc2)CC1,i,6%,3%,-2.7,-2.1%,-19%,-13%,5%,-17%
CC(C)CCNC(=O)CN1N=C(c2ccc(Cl)cc2)CCC1=O,i,-3%,-12%,-0.3,2.0%&3.1%,-14%&-37%,-12%&-19%,3%&-9%,?
Cc1ccccc1-c1nnc(SCC(=O)Nc2cccnc2Cl)o1,i,-3%,?,-0.7,-0.3%,-47%,?,1%,8%
COc1ccc(Nc2nc3c(C)cccn3c(=O)c2C=O)cc1,i,1%,1%,4.1,-0.6%,15%,-2%,5%,10%
C(=N\Nc1ccccn1)/c1ccc(N2CCOCC2)cc1,i,13%,?,-0.5,0.0%,1%,35%[activator],4%,-8%
CCC(CC)C(=O)c1c[nH]c(C(=O)NCc2ccc(F)cc2)c1,?,8%,6%,-0.8,-0.8%,-1%,nt,12%,1%
CCC(=O)NCCn1ccc2ccccc21,i,12%,?,-3.6,0.2%,-2%,20%,-3%,-13%

# Random draw from the library. Share with any hit: about 4.3%.
